# Assay outcomes from PubChem BioAssay.
# N370S GC mod – inhibitors or activators of N370S glucocerebrosidase for Gaucher disease. P04062. N370S GC spleen homogenate, 4MU-glucoside fluorescence. Potency, µM (series often up to 59.4 µM), for inactives: at the highest dose activity change, negative = inhibition, usual class: inhibitors. actives 0.092% (n = 330,000);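 also: 0% = full enzyme activity and -100% = no enzyme basal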
# GCN5L2 inh – inhibitors of human GCN5L2 histone acetyltransferase. Q92830. GCN5L2 HAT assay, ThioGlo1 CoA-SH fluorescence. Potency, µM (titrated, usually from 58.9 µM), without a hit: at the highest dose activity change, negative = inhibition, usual class: inhibitors. actives 0.21% (n = 390,000). AID 504327
# Target sequence (Q92830 whole entry, looked up): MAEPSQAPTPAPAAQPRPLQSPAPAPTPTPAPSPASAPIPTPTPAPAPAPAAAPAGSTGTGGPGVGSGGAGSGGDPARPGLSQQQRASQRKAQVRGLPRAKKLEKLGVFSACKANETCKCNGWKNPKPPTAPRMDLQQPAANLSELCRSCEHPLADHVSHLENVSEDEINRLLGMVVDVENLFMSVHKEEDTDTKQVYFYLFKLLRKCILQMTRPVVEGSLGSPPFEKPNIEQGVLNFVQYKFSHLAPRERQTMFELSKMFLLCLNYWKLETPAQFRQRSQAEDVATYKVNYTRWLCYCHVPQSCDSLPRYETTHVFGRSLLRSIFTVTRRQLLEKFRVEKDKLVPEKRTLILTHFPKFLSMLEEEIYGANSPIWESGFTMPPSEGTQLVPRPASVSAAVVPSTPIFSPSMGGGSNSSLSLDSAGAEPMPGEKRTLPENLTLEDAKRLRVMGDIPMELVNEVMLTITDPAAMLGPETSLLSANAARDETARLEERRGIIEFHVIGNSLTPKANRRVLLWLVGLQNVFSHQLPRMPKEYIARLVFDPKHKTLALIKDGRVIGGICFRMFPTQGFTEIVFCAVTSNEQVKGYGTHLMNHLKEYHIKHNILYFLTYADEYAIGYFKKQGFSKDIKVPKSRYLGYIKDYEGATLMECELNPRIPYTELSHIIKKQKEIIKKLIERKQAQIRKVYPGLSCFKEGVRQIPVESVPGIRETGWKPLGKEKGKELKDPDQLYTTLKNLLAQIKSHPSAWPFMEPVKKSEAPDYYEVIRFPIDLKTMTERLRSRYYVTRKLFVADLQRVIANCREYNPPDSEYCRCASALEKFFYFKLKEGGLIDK
#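 qHTS, 1536-well. 20nM enzyme, pH 7.5 HEPES/EDTA/Tween-20 buffer; 15 min compound preinc., RT. Start: 75uM H3(1-25), 70uM AcCoA, 50uM ThioGlo1. Read Ex340/Em540 at t=0 (autofluorescence flag) and t=20 min.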
# FEN1 inhibitor – blocks human flap endonuclease 1; Potency, µM (top dose mostly 114 µM), for inactives: at the top dose activity change, negative = inhibition, usual class: inhibitors; actives 0.35% (n = 390,000); Recombinant FEN1 flap cleavage, fluorescence, 15 min; P39748; AID 588795; also: nearly all actives have a fitted effect of over 65% in size
#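 FEN1 at 10 nM preincubated with compounds 15 min at room temperature, then flap DNA substrate added at 50 nM final. Signal read at 0 and 15 min; concentration-response fitted with four-parameter Hill equation.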
# Numbers without * were called inactive; ? = inconclusive; / = no result given; [ ] = remark or other dose. Calls follow the shape of the dose curve; as a rule, active = well fitted curve in the direction sought with a large enough effect; inconclusive = small, poorly fitted or top-dose-only effect, or another doubt; inactive = no such curve, though single readings can be large; an effect the other way counts as inactive or inconclusive. Unless noted, % is scaled to controls: 0 for no effect and ±100 for the full control effect; potency is read from the fitted curve at half-maximal effect.
(1) Cc1[nH]n(C)c(=O)c1C(=O)c1c(-c2c(Cl)cccc2Cl)noc1C
(2) CCN(CC)CCN1C(=O)c2ccccc2NC1c1cccc(F)c1 (stereo not drawn)
(3) O=C(c1ccccc1F)N1CCCC(c2ccccc2)C1 (stereo not drawn)
(4) COC(C[C@H]1O[C@H]1[C@@H](O)COCc1ccccc1)OC
(5) O=Cc1s/c(=N\S(=O)(=O)c2ccccc2)n(CCCCl)c1Cl
(6) Cc1ccn2c(Nc3ccc4c(c3)OCO4)c(-c3ccco3)nc2c1
(7) COc1ccc(Br)cc1C(=O)Nc1ccc(N2CCCC2)cc1
(8) CC(C)CC(=O)NC(=S)Nc1ccc(S(=O)(=O)N2CCN(C)CC2)cc1

compound no.	1	2	3	4	5	6	7	8
N370S GC mod	?	3%	2%	-5%	14%	/	-9%	7%
GCN5L2 inh	1%	-5%	0%	2%	-11%	0%	-5%	3%
FEN1 inhibitor	-17%	-3%	-17%	-3%	10%	?	-20%	1%

(9) Cc1ccc(NC(=O)CSCC(=O)N=c2sccn2C)cc1
(10) COc1ccc(N2CCN(c3ncnc4c3cnn4-c3ccc(C)cc3C)CC2)cc1
(11) CC(C)OCCCNC(=O)C(=O)N/N=C/c1ccc(OCc2ccccc2)cc1
(12) Cc1c(NC(=O)COc2cccc(Br)c2)c(=O)n(-c2ccccc2)n1C
(13) CC(NC(=O)c1ccco1)C(=O)N(C)Cc1ccc(C(F)(F)F)cc1 (stereo not drawn)
(14) Cc1ccc(-c2cccc(C(=O)NCCc3ccccc3)n2)c2ccccc12
(15) COc1ccc(NS(=O)(=O)c2ccc(Cl)c(N)c2)cc1Br
(16) CCOc1ccc2[nH]c(=O)c(CN(CCc3ccccc3)C(=O)N3CCCC3)cc2c1

compound no.	9	10	11	12	13	14	15	16
N370S GC mod	4%	2%	9%	3%	1%	15%	-7%	7%
GCN5L2 inh	0%	1%	-3%	-3%	-2%	-9%	-4%	-1%
FEN1 inhibitor	4%	1%	10%	3%	4%	?	2%	-1%

# Some of the entries above in a different format:
no.	SMILES	N370S GC mod	GCN5L2 inh	FEN1 inhibitor
2	CCN(CC)CCN1C(=O)c2ccccc2NC1c1cccc(F)c1 (stereo not drawn)	3%	-5%	-3%
3	O=C(c1ccccc1F)N1CCCC(c2ccccc2)C1 (stereo not drawn)	2%	0%	-17%
4	COC(C[C@H]1O[C@H]1[C@@H](O)COCc1ccccc1)OC	-5%	2%	-3%
5	O=Cc1s/c(=N\S(=O)(=O)c2ccccc2)n(CCCCl)c1Cl	14%	-11%	10%
6	Cc1ccn2c(Nc3ccc4c(c3)OCO4)c(-c3ccco3)nc2c1	/	0%	?
7	COc1ccc(Br)cc1C(=O)Nc1ccc(N2CCCC2)cc1	-9%	-5%	-20%
8	CC(C)CC(=O)NC(=S)Nc1ccc(S(=O)(=O)N2CCN(C)CC2)cc1	7%	3%	1%
9	Cc1ccc(NC(=O)CSCC(=O)N=c2sccn2C)cc1	4%	0%	4%
10	COc1ccc(N2CCN(c3ncnc4c3cnn4-c3ccc(C)cc3C)CC2)cc1	2%	1%	1%
11	CC(C)OCCCNC(=O)C(=O)N/N=C/c1ccc(OCc2ccccc2)cc1	9%	-3%	10%
12	Cc1c(NC(=O)COc2cccc(Br)c2)c(=O)n(-c2ccccc2)n1C	3%	-3%	3%
13	CC(NC(=O)c1ccco1)C(=O)N(C)Cc1ccc(C(F)(F)F)cc1 (stereo not drawn)	1%	-2%	4%
14	Cc1ccc(-c2cccc(C(=O)NCCc3ccccc3)n2)c2ccccc12	15%	-9%	?

# Carrying on:
(17) CCc1ccc(CNC(=O)C2CCN(S(=O)(=O)N3CCC(C)CC3)CC2)cc1
(18) COC(=O)c1sc(-c2ccccc2)cc1NC(=O)Nc1ccc(F)cc1
(19) NC(=O)CSc1oc(-c2ccco2)nc1S(=O)(=O)c1ccccc1
(20) COc1cccc(Cn2c(=O)c(-c3cccc(Cl)c3)nc3cncnc32)c1
(21) CCOCCCNC(=O)/C(C#N)=C/c1ccc(-c2ccc(S(=O)(=O)N3CCOCC3)cc2)o1
(22) O=C(c1cc2ccccc2oc1=O)N(Cc1ccc2c(c1)OCO2)Cc1ccco1
(23) CCCCC(=O)Nc1cc(C)c(NC(=O)c2cccs2)cn1
(24) Cc1nc(N2CCC(C)CC2)c2oc3ccccc3c2n1

compound no.	17	18	19	20	21	22	23	24
N370S GC mod	18%	/	2%	8%	?	-20%[2.35 µM]	-1%	2%
GCN5L2 inh	-2%	-15%	-4%	-12%	-11%	0%	2%	-2%
FEN1 inhibitor	-5%	89µM*	16%	/	-14%	-1%	0%	-16%

(25) COCCCn1c(=N)c(S(=O)(=O)c2ccccc2)cc2c(=O)n3cccc(C)c3nc21
(26) CC(=C/c1ccccc1)/C=C1/SC(N2CCOCC2)=NC1=O
(27) O=C(CCC(=O)Nc1ccccc1)NNC(=O)c1ccco1
(28) Cc1cc(C)cc(Oc2nc3ccccn3c(=O)c2/C=C(\C#N)c2nc3ccccc3s2)c1
(29) CCOC(=O)c1c(C)[nH]c(N=Nc2ccccc2Cl)c1C
(30) COc1cc2c(cc1CN1CCN(C(=O)c3cc(OC)c(OC)c(OC)c3)CC1)OCO2
(31) COc1nnc(-c2ccc(C)c(S(=O)(=O)NCC3CCCO3)c2)c2ccccc12 (stereo not drawn)
(32) COc1cccc(CNC(=O)CN(C)S(=O)(=O)c2ccc(Br)s2)c1

compound no.	25	26	27	28	29	30	31	32
N370S GC mod	/	8%	6%	/	12%	-1%	-4%	-8%
GCN5L2 inh	-6%	46%[activator]	-4%	-6%	-1%	-13%	-1%	-6%
FEN1 inhibitor	7%	-4%	4%	-15%	-32%	22%	-1%	-4%

(33) O=C(Nc1nonc1-c1ccc(Cl)cc1)c1ccccc1F
(34) COc1ccc(Cl)cc1C(=O)Nc1ccc2nc3n(c(=O)c2c1)CCCC3
(35) CCCc1cc(C(=O)N2CCN(S(=O)(=O)c3ccc(OC)c(OC)c3)CC2)cs1
(36) COc1cccc(N2CCN(C(=O)C3CCN(S(=O)(=O)c4c(C)noc4C)CC3)CC2)c1
(37) O=C(CCc1nnc(CCCCc2ccccc2)o1)N1CCN(CCO)CC1
(38) Cc1ccc(Cl)cc1NC(=O)C1CCCN(S(=O)(=O)c2cccc3cccnc23)C1 (stereo not drawn)
(39) O=C1CS(=O)(=O)C2(C(=O)N(Cc3ccc(F)cc3)c3ccccc32)N1c1cccc(C(F)(F)F)c1 (stereo not drawn)
(40) O=S(=O)(Nc1cccc(Cl)c1)c1ccc2oc(=S)[nH]c2c1

compound no.	33	34	35	36	37	38	39	40
N370S GC mod	/	-1%	-7%	/	-2%	/	/	-12%
GCN5L2 inh	-2%	-9%	-1%	-4%	3%	-1%	-1%	-11%
FEN1 inhibitor	-11%	1%	-12%	7%	9%	-18%	10%	0%

(41) COc1c(OC)c(O)c2c(=O)cc(-c3c(O)cccc3O)oc2c1OC
(42) COC(=O)c1sc2cccc(F)c2c1S(=O)(=O)NCc1ccccc1Cl
(43) COc1ccc(CN(Cc2ccco2)c2cnc(S(C)(=O)=O)nc2C(=O)Nc2ccc(C)c(Cl)c2)cc1
(44) CC(C)NC(=O)C(Sc1ccccc1)c1ccccc1 (stereo not drawn)
(45) COc1ccc(CSc2nc(C)[nH]c2[N+](=O)[O-])cc1[N+](=O)[O-]
(46) C=CCn1c(C)cc(C(=O)Cn2ncc(Cl)c(Cl)c2=O)c1C
(47) COc1ccc2cc(C(C)C(=O)Nc3cccc(S(=O)(=O)N(C)C)c3)ccc2c1 (stereo not drawn)
(48) CC(C)[C@@H](C(=O)N1CCNCC1)n1cc(CCO)nn1

compound no.	41	42	43	44	45	46	47	48
N370S GC mod	-18%	/	/	4%	3%	-2%	-2%	-8%
GCN5L2 inh	3%	-20%	-20%	-5%	2%	-24%	-14%	0%
FEN1 inhibitor	-30%	0%	-12%	-4%	4%	-12%	-5%	19%

(49) O=C(CCNC(=O)C1CCN(S(=O)(=O)c2ccccc2)CC1)NCc1ccc(Cl)cc1
(50) O=c1c2c(nc3nc[nH]n13)CCC2
(51) C/C(CC(=O)Nc1cccnc1)=N\NC(=O)c1ccc([N+](=O)[O-])c(Cl)c1
(52) COC(=O)c1cn(NC(=O)C2CCC(C(C)(C)C)CC2)c(=O)c2ccccc12 (stereo not drawn)
(53) CCOc1ccc(S(=O)(=O)N(C)CC(=O)NCCN2CCOCC2)cc1
(54) CCOC(=O)C1CCCN(CC(=O)N2CCCc3c2c(=O)oc2ccc(OCc4ccccc4)cc32)C1 (stereo not drawn)
(55) CC(C)C(=O)Nc1nnc(CCN2CCOCC2)s1
(56) CCCC[C@@H]1C=C(C(=O)O)[C@H](c2ccc(CC)cc2)N1S(=O)(=O)c1ccc(C)cc1

compound no.	49	50	51	52	53	54	55	56
N370S GC mod	-7%	5%	2%	17%	-1%	/	6%	/
GCN5L2 inh	?	3%	-1%	-10%	2%	-5%	-16%	-4%
FEN1 inhibitor	-4%	0%	0%	-19%	1%	?	2%	-19%

(57) CCOC(=O)CC(=O)Nc1ccc(Br)cc1C(=O)O
(58) Nc1nc2ncc(C(=O)c3cc(F)ccc3O)cc2s1
(59) COc1ccccc1CC(=O)Nc1ccc2c(c1)OC1(CCCC1)O2
(60) CNC(=S)NNC(=O)c1oc2nc(-c3ccccc3)cc(C)c2c1N
(61) COc1cc(C(=O)O/N=C2\C=CC(=O)C=C2C)cc(OC)c1OC
(62) Cc1cccc(Nc2c3c(nc4nncn24)CCC3)c1
(63) Cc1oc2c(CN(C)C)c(O)ccc2c(=O)c1-c1cscn1
(64) O=C(NN1C(=O)C2C(C1=O)C1C=CC2C12CC2)c1ccncc1 (stereo not drawn)

compound no.	57	58	59	60	61	62	63	64
N370S GC mod	-13%	-14%	/	-1%	-5%	/	-26%	-14%
GCN5L2 inh	-6%	-4%	-14%	-6%	18%	-2%	-8%	2%
FEN1 inhibitor	6%	-4%	1%	-2%	-5%	-10%	-14%	1%

(65) COC(CNC(=O)CSCc1nc(-c2ccc(SC)cc2)oc1C)OC
(66) Cc1c(C(=O)Nc2ccc(F)cc2F)oc2c1-c1nn(Cc3c(F)cccc3Cl)cc1CC2
(67) Cc1ccc(S(=O)(=O)NNC2=NCCCCC2)cc1
(68) COc1ccc(C(=O)c2sc3nc(-c4ccc(OC)cc4)ccc3c2N)cc1
(69) O=C(NNC(=O)C12CC3CC(CC(C3)C1)C2)c1ccccc1F
(70) CCOc1ccc(-n2c(CCc3ccccc3)n[nH]c2=S)cc1
(71) C=CCn1c(O)c(C(CC)=Nc2ccccc2NC(=O)CC)c(=O)[nH]c1=O
(72) O=C(Cc1ccc(F)cc1)Nc1c2c(nn1-c1cccc(Cl)c1)CS(=O)C2 (stereo not drawn)

compound no.	65	66	67	68	69	70	71	72
N370S GC mod	-5%	/	-4%	-6%	1%	-1%	-14%	2%
GCN5L2 inh	-10%	-1%	-3%	14%	-3%	5%	-5%	-3%
FEN1 inhibitor	18%	-3%	6%	5%	4%	-2%	7%	8%

(73) Fc1ccccc1N1CCN(Cc2nc(-c3ccc(Cl)cc3Cl)no2)CC1
(74) O=C(CCS(=O)(=O)c1ccc(Br)cc1)Nc1ccc(F)cc1F
(75) Cc1ccc(NC(=O)CN(C)C(=O)CSc2nc3ccccc3c(=O)n2Cc2ccco2)cc1
(76) O=C(O)CC/C(=N/NC(=O)CNC(=O)c1ccc2c(c1)OCCO2)c1ccccc1
(77) CCOc1ccc(N2C(=O)C3C4C=CC([C@H]5CC45)[C@@H]3C2=O)cc1 (stereo partly drawn)
(78) CN[C@@H]1[C@H](O[C@@H]2O[C@H](CO)[C@@H](N)[C@H](O)[C@@H]2O)O[C@H]2C[C@@H](N)[C@@H](O[C@H]3[C@@H](O)[C@H](O)[C@H](N)C[C@@H]3N)O[C@H]2[C@H]1O
(79) Cc1nc(-c2ccc(Cl)cc2)sc1CCNC(=O)Cc1ccc(F)cc1
(80) CC(CCc1ccccc1)NC(=O)C1CCN(S(=O)(=O)c2ccc(F)cc2)CC1 (stereo not drawn)

compound no.	73	74	75	76	77	78	79	80
N370S GC mod	-9%	/	13%	-4%	-11%	5%[21.6 µM]	/	8%
GCN5L2 inh	-1%	-5%	-2%	0%	16%	9%[21.4 µM]	-12%	-13%
FEN1 inhibitor	2%	-11%	-9%	-12%	14%	/	13%	-20%
